# High-throughput results: PubChem BioAssay, National Center for Advancing Translational Sciences (NCATS)
# TDP1 cell CPT: qHTS for Inhibitors of human tyrosyl-DNA phosphodiesterase 1 (TDP1): qHTS in cells in presence of CPT; chicken DT40 Tdp1-/-;hTDP1 cells + 20 nM CPT, ATP luminescence, 48 h; Potency, µM (series often up to 46.2 µM), without a hit: at the highest dose activity change, negative = growth inhibition, actives largely listed as inhibitors; 420,000 tested, 12% active; further: nearly all actives have a fitted effect of over 55% in size
#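 Chicken DT40 Tdp1-/- cells complemented with human TDP1, 400 cells/well, exposed to compounds plus 20 nM camptothecin for at least 48 h at 37 C; viability read as ATP content by CellTiter-Glo luminescence.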
# DT40 TDP1 no CPT: qHTS for Inhibitors of human tyrosyl-DNA phosphodiesterase 1 (TDP1): qHTS in cells in absence of CPT; DT40 Tdp1-/- hTDP1 cells, no CPT, ATP luminescence, 48 h; Potency, µM (titrated, usually from 46.2 µM), inactives show at the highest dose activity change, negative = growth inhibition, actives largely listed as inhibitors; 420,000 tested, 15% active; further: nearly all actives have a fitted effect of over 55% in size
#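 Readout: luminescence from CellTiter-Glo after 30 min in the dark at RT. Cells: DT40 Tdp1-/- with stable hTDP1, 400/well. Exposure: compounds alone, ≥48 hr, 37 °C.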
# KAT2A inh: qHTS Assay for Inhibitors of GCN5L2 | GCN5L2 HAT assay, ThioGlo1 CoA-SH fluorescence | Potency, µM (titrated, usually from 58.9 µM), without a hit: top-dose activity change, negative = inhibition, usual class: inhibitors | 390,000 tested, 0.21% active
# Target sequence (Q92830 whole entry, looked up): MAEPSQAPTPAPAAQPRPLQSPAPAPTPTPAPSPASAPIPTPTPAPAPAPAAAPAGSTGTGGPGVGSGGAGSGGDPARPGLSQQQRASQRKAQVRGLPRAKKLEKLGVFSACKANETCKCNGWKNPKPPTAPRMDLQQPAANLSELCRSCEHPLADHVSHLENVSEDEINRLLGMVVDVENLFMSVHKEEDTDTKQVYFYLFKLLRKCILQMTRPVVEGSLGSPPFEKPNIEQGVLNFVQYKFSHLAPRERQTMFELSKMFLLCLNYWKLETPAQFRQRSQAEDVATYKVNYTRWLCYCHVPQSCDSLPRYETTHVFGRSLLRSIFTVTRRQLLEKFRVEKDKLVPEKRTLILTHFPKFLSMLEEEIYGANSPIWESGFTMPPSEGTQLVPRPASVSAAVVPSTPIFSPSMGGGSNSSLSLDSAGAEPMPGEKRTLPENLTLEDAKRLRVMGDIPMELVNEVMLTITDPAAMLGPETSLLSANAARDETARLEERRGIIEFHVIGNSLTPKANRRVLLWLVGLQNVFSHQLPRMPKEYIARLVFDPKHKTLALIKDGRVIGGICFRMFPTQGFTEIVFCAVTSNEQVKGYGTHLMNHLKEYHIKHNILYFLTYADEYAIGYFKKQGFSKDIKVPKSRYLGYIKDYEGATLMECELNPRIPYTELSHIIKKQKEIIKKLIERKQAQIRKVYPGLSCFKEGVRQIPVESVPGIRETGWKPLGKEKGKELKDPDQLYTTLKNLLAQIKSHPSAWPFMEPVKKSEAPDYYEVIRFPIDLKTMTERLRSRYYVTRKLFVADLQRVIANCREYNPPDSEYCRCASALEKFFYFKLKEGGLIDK
#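 Free CoA generated was detected with ThioGlo1 (50uM) fluorescence at Ex340nm/Em540nm, read immediately and after 20 min at room temperature. Enzyme, 20 nM in HEPES pH 7.5 buffer, saw compounds 15 min before adding 75uM H3(1-25) peptide and 70uM acetyl-CoA.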
# * hit, by the source's call; ? = inconclusive; . = not tested or not shown; & = joins results of further samples. The call rests on the fitted dose curve; in most records, active means well fitted curve in the direction sought with a large enough effect; inconclusive means small, poorly fitted or top-dose-only effect, or another doubt; inactive means no such curve, though single readings can be large; an effect the other way counts as inactive or inconclusive. On the % scale 0 is the no-effect control and ±100 the full control effect; potency means the concentration at half of the fitted maximal effect.
SMILES	TDP1 cell CPT	DT40 TDP1 no CPT	KAT2A inh
CN1CCc2c(sc(NC(=O)Cc3ccc(F)cc3)c2C(N)=O)C1	20%	7%	-4%
Cc1ccc(S(=O)(=O)N(CC(=O)N/N=C/c2ccco2)c2cc(Cl)cc(Cl)c2)cc1	-26%	-7%	-9%
O=C(CS(=O)c1cccc(C(F)(F)F)c1)Nc1ccc(Cl)cc1Cl (configuration not stated)	?	-7%	-3%
OC[C@H]1O[C@@H](O[C@H]2[C@H](O)[C@@H](O)[C@H](O)O[C@@H]2CO)[C@H](O)[C@@H](O)[C@@H]1O	18%	-13%	.
COc1ccc(NC(=O)Cn2nnc(-c3ccccc3NS(=O)(=O)c3ccccc3)n2)cc1	23µM*	18µM*	-10%
COc1ccc2[nH]c(=O)c(CN(CC3CCCO3)S(=O)(=O)c3ccccc3F)cc2c1 (configuration not stated)	?	?	-5%
Cc1occc1C(=O)N1CCN(S(=O)(=O)c2ccc(F)cc2)CC1	-3%	10%	-9%
CC(C)c1ccc(O)c(N)c1	-24%	?	-5%
OCCNCC12CC3CC(CC(C3)C1)C2	-5%	-3%	-8%
CCOC(=O)CC(=O)CSc1nc(-c2cccnc2)ccc1C#N	?	3.5µM*	-26%
Cc1ccc(CNC(=O)c2cc(-c3ccccc3)nn2CC2CC(c3cccc([N+](=O)[O-])c3)=NO2)cc1 (configuration not stated)	-28%	?	.
Cc1ccc(NC(=O)Nc2ccc(Cl)cc2)c(Br)c1	?	23µM*	0%

# Other compounds.
SMILES	TDP1 cell CPT	DT40 TDP1 no CPT	KAT2A inh
COCc1cn(CC(=O)c2sc(NC(=O)C(C)(C)C)nc2C)nn1	3%	4%	.
Clc1ccc(-c2nn3c(-c4ccccc4)nnc3s2)cc1	?	-6%	-13%
O=C(Nc1ccc(N2CCOCC2)cc1)c1cccc2c(Br)cccc12	4%	-8%	3%
Cc1ccc(-n2nnnc2CNC(=O)C2CC(=O)N(c3ccc(F)cc3)C2)cc1C (configuration not stated)	1%	-6%	0%
CCCCN(CCCC)CCNC(=O)c1cc(-c2cccnc2)nc2ccc(S(=O)(=O)N3CCC(C)CC3)cc12	3.7µM*	-2%	-5%
Cc1c(N=Cc2c(O)n(Cc3ccco3)c(=O)c3ccccc23)c(=O)n(-c2ccccc2)n1C	21µM*	?	-8%&-12%
CC(=O)Nc1ccc(C(=O)CSc2nnc(Cn3nnc4ccccc43)n2C)cc1	?	-10%	-9%
COC(=O)c1ccc(N2C(c3cc(OC)cc(OC)c3)=Cc3ccc(-c4cnc(OC)nc4)cc3C2CC(=O)C2CC2)cc1 (configuration not stated)	-21%	-29%	.
CN(C)CCN(Cc1ccccc1)S(=O)(=O)c1ccc(-c2ccc(=O)[nH]n2)s1	-12%	11%	2%
O=C(CN1CCCC1)Nc1ccc(Br)cc1[N+](=O)[O-]	-1%	11%	-9%
Cc1cc(C)c(S(=O)(=O)Nc2ccc(Cl)cn2)c(C)c1	27%	-4%	-3%
O=C(NNC1=NS(=O)(=O)c2ccccc21)c1ccc(Cl)cc1	4%	-7%	2%

# More records
SMILES	TDP1 cell CPT	DT40 TDP1 no CPT	KAT2A inh
O=C(Nc1ncc(Cc2cccc(C(F)(F)F)c2)s1)C1CCCO1 (configuration not stated)	-15%	-13%	13%
O=C(Nc1cccc(C(F)(F)F)c1)c1ccc2sc([C@H]3C[C@H](O)[C@@H](CO)O3)nc2c1	?	23µM*	.
CCOc1ccccc1NC(=O)C1CCCN(S(=O)(=O)c2ccc3c(c2)CCCN3C(C)=O)C1 (configuration not stated)	26µM*	15µM*	-15%
CCc1ccc(NC(=O)CSc2nnc(-c3ccccc3)n2C)cc1	16µM*	-2%	.
CC(C)(C)OC(=O)N1CCCC(C(=O)CC#N)C1 (configuration not stated)	-25%	?	0%
O=C(N(c1ccccc1)c1ccccc1)N(c1ccccc1)c1ccccc1	?	21µM*	-8%
CCOC(=O)c1ccc(S(=O)(=O)N2CCC(C(=O)NCC3COc4ccccc4O3)CC2)cc1 (configuration not stated)	21µM*	23µM*	.
O=C(Cc1cccs1)NC1CC(=O)N(c2ccccc2)C1 (configuration not stated)	2%	-2%	0%
Cc1ccc(S(=O)(=O)N[C@H](C(=O)NC2CCC(C)CC2)C(C)C)cc1 (some centres not stated)	?	18µM*	-1%
COc1ccc(OC)c2c(/C=C/c3c[nH]c4ccccc34)ccnc12	-111%	?	.
O=C(CN(Cc1ccccc1)C(=O)c1csnn1)NCc1ccccc1	3%	-7%	-3%
Cc1nnc(SCC(=O)Nc2ccccc2)[nH]c1=O	-1%	-10%	-1%

# The results go on.
SMILES	TDP1 cell CPT	DT40 TDP1 no CPT	KAT2A inh
O=C(Nc1ccc2c(c1)CCC2)Nc1ccc2c(c1)OCO2	-10%	-8%	-2%
O=C(Nc1cccc(C(=O)N2CCCC2)c1)C1CCCCC1	1%	-19%	.
COc1ccccc1NC(=O)CN1C(=O)COc2ccc(C)cc21	2%	1%	0%
CO/N=C(\C(=O)N[C@@H]1C(=O)N2C(C(=O)[O-])=C(C[n+]3cccc4c3CCC4)CS[C@H]12)c1csc(N)n1	?	-30%	?
O=C(Nc1cccc(Oc2ccc(C(=O)O)c(C(=O)O)c2)c1)c1ccc(-c2ccccc2)cc1	0%	15%	-1%
COc1cc(/C=C/CO)cc(OC)c1OC/C=C(\C)CCC=C(C)C	?	?	-10%
Cc1cccc(-c2noc(-c3csc([C@@H]4C[C@H](O)[C@@H](CO)O4)n3)n2)c1	?	?	.
CC1=C(C(=O)N(C(C)C)C(C)C)CC(CC(=O)NC(c2ccccc2)c2ccccc2)C(=O)N1Cc1ccc(F)cc1 (configuration not stated)	?	?	.
Cc1cc(=O)n2nc(N3CCC(C(=O)NCc4cccc(Br)c4)CC3)sc2n1	0%	17%	-8%
CCCNC(=O)C1CC2Cn3c(nc4ccccc43)C2N1C (configuration not stated)	0%	-10%	-1%
Cc1ccc(CNC(=O)CN2C(=O)COc3ccc(C)cc32)cc1	4%	3%	-3%
O=C(c1ccc(-c2ccccc2Cl)s1)N1CCOCC1	-24%	-28%	.

# Reprinted at random: 2 records from the list.
SMILES	TDP1 cell CPT	DT40 TDP1 no CPT	KAT2A inh
COc1ccccc1NC(=O)CN1C(=O)COc2ccc(C)cc21	2%	1%	0%
O=C(c1ccc(-c2ccccc2Cl)s1)N1CCOCC1	-24%	-28%	.

# Full records, quoted from the list:
# O=C(Nc1cccc(C(=O)N2CCCC2)c1)C1CCCCC1 is listed with TDP1 cell CPT: 1%; DT40 TDP1 no CPT: -19%; KAT2A inh: .
# Cc1ccc(CNC(=O)CN2C(=O)COc3ccc(C)cc32)cc1 is listed with TDP1 cell CPT: 4%; DT40 TDP1 no CPT: 3%; KAT2A inh: -3%
# O=C(c1ccc(-c2ccccc2Cl)s1)N1CCOCC1 is listed with TDP1 cell CPT: -24%; DT40 TDP1 no CPT: -28%; KAT2A inh: .

# Further structures follow.
SMILES	TDP1 cell CPT	DT40 TDP1 no CPT	KAT2A inh
COc1cc2nc(CN3CCN(S(=O)(=O)c4ccccc4)CC3)[nH]c(=O)c2cc1OC	3%	-3%	-4%
CSc1ccccc1C(=O)C1CCCN(Cc2cnn(-c3ccccc3)c2)C1 (configuration not stated)	-27%	?	-9%
O=C(CSc1nncn1-c1cccnc1)Nc1ccccc1[N+](=O)[O-]	-4%	-7%	-4%
COc1ccc(NC(=O)c2cc(-c3ccc(F)cc3OC(C)C)n[nH]2)c(OC)c1	?	?	.
CCCCCC1=CCC/C1=N\NC(=O)c1ccc2c(c1)OCO2	4%	?	-16%
Cc1ccc2nc(-c3ccc(O)cc3)c(Nc3ccc(Cl)cc3)n2c1	?	?	-12%
Brc1csc(/C=N/Nc2nc3ccccc3s2)c1	?	?	-21%
COc1ccc(-c2noc(-c3cc(-c4ccc(F)cc4)n[nH]3)n2)cc1	6.5µM*	?	-27%
CCC1=NN2C(=N)/C(=C\c3cccn3-c3ccc(Cl)cc3)C(=O)N=C2S1	18%	-15%	-29%
CCN(CC)P(=O)(c1ccccc1)c1c(C)nc2ccccn12 (configuration not stated)	-6%	-21%	-10%
CCC(C)(C)n1nnnc1C(c1ccccn1)N1CCOCC1 (configuration not stated)	-10%	-10%	-4%
CC(C)CC(CO)N1CCN(C(=O)c2ccc(C(C)(C)C)cc2)CCC1=O (configuration not stated)	?	?	-5%

# The list goes on.
SMILES	TDP1 cell CPT	DT40 TDP1 no CPT	KAT2A inh
O=C(CCC(=O)OCCCC(F)(F)C(F)(F)F)Nc1ccc(Cl)cc1Cl	-5%	5%	-15%
COc1ccccc1Nc1nc(-c2cccnc2)cs1	?	?	-1%
Cc1cccc(-c2nc3ccccc3c(=O)[nH]2)c1	4%	-23%	-8%
COc1ccccc1C1Nc2c(sc3nc(C)cc(C)c23)C(=O)N1c1ccccc1 (configuration not stated)	?	?	-16%
O=C(CCn1cnc2ccccc2c1=O)NCc1ccccc1	?	-16%	10%
Cc1nn(C)c(C)c1S(=O)(=O)Nc1ccc2c(c1)OCO2	-5%	1%	-10%
COC(=O)Cc1cc(=O)oc2c(C)c(O)ccc12	-20%	?	?
CSc1nc2nc3c(cc2c(=O)n1-c1ccccc1C)CCCC3	7.3µM*	7.3µM*	1%
O=C(CN1CCN(C2CCCCC2)CC1)Nc1cccc2ccccc12	-16%	-29%	-2%
COc1ccc(-c2cc(C(=O)NC(Cc3c[nH]c4ccccc34)C(=O)O)c(C)o2)cc1OC (configuration not stated)	29µM*	29µM*	-3%
O=C(NC1CCCCC1)C1CCC(CNS(=O)(=O)c2cccc3nsnc23)CC1 (configuration not stated)	-20%	-16%	-5%
COc1cc(CNCc2ccccn2)ccc1OCc1c(Cl)cccc1Cl	?	?	22%

# Three entries out of the list, arranged by number of heavy atoms, low to high.
SMILES	TDP1 cell CPT	DT40 TDP1 no CPT	KAT2A inh
O=C(CCn1cnc2ccccc2c1=O)NCc1ccccc1	?	-16%	10%
O=C(CN1CCN(C2CCCCC2)CC1)Nc1cccc2ccccc12	-16%	-29%	-2%
O=C(NC1CCCCC1)C1CCC(CNS(=O)(=O)c2cccc3nsnc23)CC1 (configuration not stated)	-20%	-16%	-5%

# (continued)
SMILES	TDP1 cell CPT	DT40 TDP1 no CPT	KAT2A inh
Fc1ccccc1COc1ccc2ccccc2c1CNc1nn[nH]n1	-5%	-18%	-3%
O=C(OCc1csc(-c2ccccc2)n1)c1ccccc1O	16%	5%	-6%
Cc1cccc(NC(=O)CSc2nc3nc(C)cc(C)c3c(=O)[nH]2)c1	10%	1%	-1%
COc1ccc2c(c1)nc(SCC(=O)C(C)(C)C)n2C	-16%	-11%	-1%
O=C1/C(=C/c2cccc([N+](=O)[O-])c2)CSc2ccc(Cl)cc21	2%	-19%	-5%
CCNC(=O)c1c2c(nc3ccccc13)C(=O)N(C1CCCCC1)C2	-19%	-19%	-6%
COC(=O)C1[C@H]2SC(C)(C)C(C(=O)OC)N2C(=O)N1Cc1ccccc1 (some centres not stated)	-7%	-2%	.
COc1ccc(CNC(=O)CSc2cccc3cccnc23)cc1	-4%	-4%	-23%
Cc1ccc(NC(=O)C(=O)NCC(c2ccc3c(c2)OCO3)N2CCN(C)CC2)c(C)c1 (configuration not stated)	?	?	3%
COc1ccc(CCN(C)C(=O)c2ccc(S(=O)(=O)Nc3ccccc3C)cc2)cc1OC	?	-29%	-1%
COCCNC(=O)CCCn1c(SCc2ccccc2Cl)nc2c(sc3ccccc32)c1=O	?	9.2µM*	5%
Cc1ccccc1OCC(=O)OCC(=O)Nc1cc(S(=O)(=O)N2CCCCC2)ccc1Cl	0%	-16%	4%

# Next records follow.
SMILES	TDP1 cell CPT	DT40 TDP1 no CPT	KAT2A inh
CC1=NCCN1S(=O)(=O)c1cc([N+](=O)[O-])ccc1Cl	1%	-13%	2%
COc1ccc(N=Nc2c(-c3ccc(OC)cc3)[nH]oc2=O)cc1	-11%	-13%	-1%
O=C(CSc1nccn1Cc1ccccc1)Nc1ccccc1	-20%	-25%	-5%
Cc1cc2c(=O)n(CC(=O)N3CCN(c4ccc(F)cc4)CC3)cnc2s1	-25%	?	-18%
COc1ccc(S(=O)(=O)Cc2ccc(C(=O)N3CCN(c4ccccn4)CC3)o2)cc1	?	?	-7%
COc1ccc(CNC(=O)c2cc3sccc3n2Cc2ccc(F)cc2)cc1	-25%	?	-4%
Cn1c(C(=O)N2CCCC(C(=O)NCCCSC3CCCCC3)C2)cc2sccc21 (configuration not stated)	?	-79%	-14%
CCn1c(NC(=O)c2cccc(Cn3cc(Cl)cn3)c2)nc2ccccc21	15µM*	15µM*	-1%
